Abeta rescue: A-beta toxicity reversal in yeast | yeast expressing A-beta42, growth rescue, OD600, 48 h; response scale: 0% DMSO, 100% iron-clioquinol control | Potency, µM (doses to about 46.1 µM), for inactives: top-dose growth rescue, most hits filed as activators | 410,000 compounds, 0.063% hits; also: nearly all actives have a fitted effect of over 55% in size
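Yeast A-beta toxicity model in growth medium with pinned compounds, 48 h at 30 C; growth read as absorbance at 600 nm. Normalized to FeCl3/clioquinol equimolar mix (positive) and DMSO (negative).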
aSyn yeast inh: inhibitors of alpha-synuclein toxicity in yeast. Potency, µM (titrated, usually from 46.1 µM), without a hit: at the highest dose growth rescue (activation), most hits filed as activators. 370,000 compounds, 0.14% hits. AID 652106. Yeast expressing alpha-synuclein, growth rescue, BacTiter-Glo, 24 h; also: % of control where 0% means no effect; nearly all actives have a fitted effect of over 65% in size
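Screening used galactose-induced yeast with toxic alpha-synuclein levels, exposed to compound for 24 hr at 30 deg C. Cell growth, read with BacTiter-Glo luminescence, gave the measured signal.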
FUS suppressor: FUS proteinopathy suppression in yeast; S. cerevisiae FUS-expressing, growth rescue, OD600, 24 h; Potency, µM (top dose mostly 76.6 µM), for the others: at the top dose growth rescue (activation), most hits filed as activators; 390,000 compounds, 0.24% hits;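 also: plate controls were DMSO vehicle for no effect and reference control for full effect; nearly all actives have a fitted effect of over 55% in size; some results filed as inactive show a strong effect at the top dose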
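Cultures pregrown in 2.5% raffinose medium are shifted to minimal medium containing 2% galactose to express toxic FUS. Compounds are tested at several concentrations. After 24hr at 30C, growth is quantified at 600 nm absorbance.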
An asterisk follows results filed as active; ? = inconclusive; [ ] = another dose, or the depositor's remark. Calls follow the shape of the dose curve; as a rule, active = well fitted activation curve with a large enough effect; inconclusive = small, poorly fitted or top-dose-only effect; inactive = no such curve, though single readings can be large or run the other way. Potency is read from the fitted curve at half-maximal effect. This is a subset, so the mix of outcomes need not match the whole.

SMILES | Abeta rescue | aSyn yeast inh | FUS suppressor
O=C(NC1CCCC1)c1cnn(-c2ccc(F)cc2F)c1C1CCNCC1 | -9% | -4% | 0%
CCOc1ccccc1NC(=O)C1=C(C)Nc2ncnn2C1c1ccco1 (stereo not drawn) | -13% | 0% | -20%
Cc1ccc([C@H]2Nc3ccc(S(=O)(=O)Nc4cccc(Cl)c4C)cc3[C@H]3C=CC[C@H]32)cc1 | -17% | 1% | 24%
COC(=O)c1ccc(NC(=O)CCn2cnnn2)c(C)c1 | -9% | -1% | -21%
CCCN(C(=O)c1cc2c(s1)-c1ccccc1OC2)c1ccc(C(C)C)cc1 | -12% | 27% | -1%
COc1ccc(C)c2sc(NC(=O)c3ccc(S(=O)(=O)N(C)C)cc3)nc12 | -4% | -2% | 0%
Cc1ccc(Cn2c(CO)cnc2SCc2ccc(F)cc2)cc1 | -6% | 1% | 4%
CCc1cccc(N2C(=O)CSC23C(=O)N(Cc2ccccc2F)c2ccccc23)c1 (stereo not drawn) | -30% | 1% | 26%
CCN(C(=O)c1cc2cc(Br)cc(OC)c2oc1=O)c1ccccc1 | -7% | ? | 9%
COc1ccccc1NCc1cccn1-c1nnc(N2CCOCC2)s1 | 7% | ? | 12%
COc1cc2cc(CNc3ccccc3)c(=O)n(CC(=O)Nc3ccc(C)c(Cl)c3)c2cc1OC | -9% | 10% | 22%
COc1cccc(C(=O)NC(=NCCc2c[nH]c3ccc(OC)cc23)Nc2nc(C)cc(C)n2)c1 | -31% | -12% | ?
CCc1ccc(NCc2cc3cc4c(cc3n(CC(=O)Nc3ccc(C)cc3)c2=O)OCO4)cc1 | -30% | -2% | 13%
Cc1nc(-c2ccccc2)sc1CCNS(=O)(=O)c1ccc(Br)cc1 | -20% | 8% | 13%
CCCC(CCC)C(=O)Nc1nnc2n1CCS2 | -8% | -6% | -4%
CCCCn1c(NCc2cc(Cl)ccc2O)nc2ccccc21 | -5% | ? | -17%
CCN(C(=O)CSc1ncc(S(=O)(=O)c2ccc(C)c(Cl)c2)c(=O)[nH]1)c1cccc(C)c1 | -14% | -3% | 3%
COc1ccccc1Nc1sc(C(=O)c2ccc3c(c2)OCO3)c(N)c1S(=O)(=O)c1ccccc1 | -7% | -9% | 2%
Cc1cccc(-c2nc3c4c(-c5ccccc5)c(-c5ccccc5)oc4ncn3n2)c1 | -21% | -7% | -13%
Cc1cc(C)cc(NC(=O)Cn2c(C(F)(F)F)nc3ccccc32)c1 | -9% | -5% | -7%
Cc1ccc(C)c(N2CCN(C(=O)Nc3cn(CC(C)C)c(=O)c4ccccc34)CC2)c1 | -5% | 0% | ?
COc1cccc(CNC(=O)c2cc(Sc3cccc(Cl)c3)nc3ccccc23)c1 | 5% | 0% | -5%
Cc1ccc(CCNC(=O)c2cc3c(s2)-c2ccccc2OC3)cc1 | -9% | -1% | -5%
Cc1ccc(NC(=O)N2CCN(c3cc(-c4noc(C)n4)ccc3C)CC2)c(F)c1 | -10% | 1% | 1%
COc1cc(OC)c(NC2(c3ccccc3)C(=O)c3ccccc3C2=O)cc1Cl | 4% | 1% | -8%
CCOC(=O)N1CCN(C(=O)CN(c2ccc(C)cc2C)S(=O)(=O)c2ccccc2)CC1 | -1% | 5% | 17%
COCCN1C(=O)c2[nH]nc(-c3ccccc3O)c2C1c1ccc(OCc2ccccc2)c(OC)c1 (stereo not drawn) | -13% | 0% | ?
CCS(=O)(=O)N1CCCC(C(=O)NCCOC)C1 (stereo not drawn) | -16% | -5% | -15%
O=C(Nc1nnc2n1CCS2)c1cc(C(F)(F)F)cc(C(F)(F)F)c1 | -15% | -2% | -7%
CCOC(=O)c1c(NC(=O)c2ccc(S(=O)(=O)N3CCCC(C)C3)cc2)sc2c1CCN(C(C)C)C2 (stereo not drawn) | -12% | 12% | 30%
Cc1ccc(Cn2c(CCNC(=O)c3cccc(C)c3)nc3ccccc32)cc1 | 6% | 5% | 20%
O=C(CSc1nc2c([nH]c3ccccc32)c(=O)n1-c1cccc(Cl)c1)N1CCc2ccccc21 | -3% | 23% | 10%
COC(=O)c1ccc(CSc2nc3c([nH]c4ccccc43)c(=O)n2-c2ccc(F)cc2)o1 | -10% | 2% | 1%
CCC(=O)N(CCC(c1ccccc1)c1ccc2c(c1)OCO2)Cc1ccc(OC(C)C)cc1 (stereo not drawn) | -6% | 14% | 35%
Cc1ccc(N2C(=O)CSC23C(=O)Nc2ccccc23)cc1F (stereo not drawn) | -14% | -1% | -19%
CCOc1ccccc1CNS(=O)(=O)c1ccc(-c2coc(C)n2)cc1 | -11% | 4% | 9%
CCc1cccc(NC(=O)CSc2nccn2C)c1 | -5% | ? | -24%
COc1cccc(CNc2cc(C)nc3nc(-c4ccc(C)cc4)nn23)c1 | -12% | -2% | 4%
COc1ccc(N2CCN(C(=O)CS(=O)(=O)c3cccc4nsnc34)CC2)cc1 | -18% | -13% | 16%
COc1cccc(N2C(=O)CSC23C(=O)N(CC(=O)Nc2cccc(Cl)c2)c2ccccc23)c1 (stereo not drawn) | -1% | -12% | -9%
COc1ccc(-c2nc(C)c(CCNS(=O)(=O)c3cc(C)c(C)cc3C)s2)cc1 | -13% | 18% | ?
N#Cc1ccc(C(=O)Nc2ccccc2-c2nc3ccccc3s2)c(F)c1 | -17% | -5% | 10%
Cc1ccc(C)c(C(=O)CSc2nc(-c3ccccc3)nc3c2CCCC3)c1 | 1% | ? | -19%
COc1ccc(-n2c(=O)c3ccc(C(=O)NCc4ccc(C)cc4)cc3n(CC(=O)Nc3ccc(C)cc3)c2=O)cc1 | -8% | 1% | -12%
COc1cc(OC)cc(C(=O)Nc2cc(-c3nc4ccccc4[nH]3)ccc2C)c1 | -50%[inhibitor] | -36%[inhibitor] | 2%

Seven structures out of the list, arranged by SMILES length, descending.
SMILES | Abeta rescue | aSyn yeast inh | FUS suppressor
Cc1ccc([C@H]2Nc3ccc(S(=O)(=O)Nc4cccc(Cl)c4C)cc3[C@H]3C=CC[C@H]32)cc1 | -17% | 1% | 24%
COCCN1C(=O)c2[nH]nc(-c3ccccc3O)c2C1c1ccc(OCc2ccccc2)c(OC)c1 (stereo not drawn) | -13% | 0% | ?
CCOC(=O)N1CCN(C(=O)CN(c2ccc(C)cc2C)S(=O)(=O)c2ccccc2)CC1 | -1% | 5% | 17%
COc1cc(OC)cc(C(=O)Nc2cc(-c3nc4ccccc4[nH]3)ccc2C)c1 | -50%[inhibitor] | -36%[inhibitor] | 2%
COc1cccc(CNC(=O)c2cc(Sc3cccc(Cl)c3)nc3ccccc23)c1 | 5% | 0% | -5%
Cc1ccc(C)c(C(=O)CSc2nc(-c3ccccc3)nc3c2CCCC3)c1 | 1% | ? | -19%
O=C(NC1CCCC1)c1cnn(-c2ccc(F)cc2F)c1C1CCNCC1 | -9% | -4% | 0%

Next part:
SMILES | Abeta rescue | aSyn yeast inh | FUS suppressor
N#Cc1ccccc1CSc1nnc(-c2ccc(Br)cc2)o1 | -14% | 2% | -24%
O=C(CC(c1cccs1)N1Cc2ccccc2C1=O)Nc1ccc(F)cc1 (stereo not drawn) | -21% | -4% | -12%
O=C(CN1C(=O)C2(SCC(=O)N2c2ccccc2)c2ccccc21)NCCc1ccccc1 (stereo not drawn) | -24% | -19% | 18%
O=C(Nc1ccc(F)cc1F)c1ccc(-n2cnc3cccnc32)cc1 | -16% | -8% | -5%
COc1cccc(CNC(=O)CCc2c(C)nc3c(c(C)nn3-c3ccc(C)c(C)c3)c2C)c1 | 5% | 1% | -10%
O=C(CN1C(=O)C2(SCC(=O)N2c2ccc(Cl)cc2)c2ccccc21)NCCc1ccccc1 (stereo not drawn) | 3% | -4% | -18%
COc1ccccc1-c1nn(CCC(=O)Nc2cccc(C(C)=O)c2)c2nc(C)cc(C)c12 | -1% | 17% | 23%
CC1=C(C(=O)Nc2ccc(Cl)cc2)C(c2ccc(C(F)(F)F)cc2)n2nnnc2N1 (stereo not drawn) | -2% | ? | 19%
CCOc1ccccc1NS(=O)(=O)c1ccc2[nH]c3c(c2c1)CCCCC3 | -9% | 7% | -3%
CCOc1ccc(CN2C(=O)c3ccccc3Sc3ccc(C(=O)NCc4ccc(C)cc4)cc32)cc1 | 10% | -9% | 32%
Cc1ccc(NS(=O)(=O)c2ccc3[nH]c4c(c3c2)CCCCCC4)cc1C | 2% | 4% | ?
Cc1cc2c(cc1S(=O)(=O)CCC(=O)N1CCCCC1C)OCC(=O)N2 (stereo not drawn) | -9% | 7% | -16%
CC(C)c1ccc(NC(=O)CN2C(=O)C3(SCC(=O)N3c3ccc(F)cc3)c3ccccc32)cc1 (stereo not drawn) | 6% | 3% | 45%
Cc1cccc(N2CCN(C(=O)CN3C(=O)COc4ccc(S(=O)(=O)N5CCC(C)CC5)cc43)CC2)c1C | 8% | 0% | -10%
COc1ccc(-n2c(=O)c3c4c(sc3n3c(SCCC(C)C)nnc23)COC(C(C)C)C4)cc1 (stereo not drawn) | -13% | 0% | -10%

Compound profiles (already shown). Values in the order: Abeta rescue | aSyn yeast inh | FUS suppressor
Cc1ccc(CCNC(=O)c2cc3c(s2)-c2ccccc2OC3)cc1 reads -9% | -1% | -5%
CCOc1ccccc1CNS(=O)(=O)c1ccc(-c2coc(C)n2)cc1 reads -11% | 4% | 9%
COc1cc(OC)cc(C(=O)Nc2cc(-c3nc4ccccc4[nH]3)ccc2C)c1 reads -50%[inhibitor] | -36%[inhibitor] | 2%

Continuation:
SMILES | Abeta rescue | aSyn yeast inh | FUS suppressor
CCOC(=O)Cn1c(=O)n(-c2ccc(Cl)cc2)c2nc(-c3ccc(Cl)cc3)nc(C(N)=O)c21 | -23% | -3% | -10%
COc1ccc(-c2cc(C(F)(F)F)nc(SCCC(=O)Nc3cccc(OC)c3)n2)cc1 | -2% | 1% | 19%
Cc1cc2c(cc1C)NC(CC(=O)Nc1ccccc1SC(F)(F)F)C(=O)N2 (stereo not drawn) | -20% | -1% | -13%
CCc1cccc(NC(=O)c2cc3c(s2)-c2ccccc2OC3)c1 | -19% | 2% | 3%
COc1ccc(C(=O)Nc2cc(C)c(O)c(-c3nc4ccccc4s3)c2)cc1OC | -17% | -1% | -14%
CSc1ccc(C(=O)Nc2ccc(-c3nc4ccccc4s3)c(O)c2)cc1 | -15% | -6% | -10%
CN(C(=O)Cn1cnc2onc(-c3ccc(F)cc3)c2c1=O)c1ccccc1Cl | -1% | ? | -14%
CCCCOc1ccc(C(=O)NCCc2sc(-c3ccc(OC)c(OC)c3)nc2C)cc1 | -12% | -11% | 32%
Cc1cc(C)cc(N2C(=O)CSC23C(=O)N(Cc2c(F)cccc2Cl)c2ccccc23)c1 (stereo not drawn) | -20% | 1% | 33%
Cc1cc(C)cc(NC(=O)c2cc(C)nc3c2c(C)nn3-c2ccccc2)c1 | -17% | -5% | -20%
Cc1cc(C)cc(-n2ccnc2SCC(=O)Nc2nc3ccccc3s2)c1 | -20% | ? | -1%
CCOC(=O)C(C)Sc1nc(-c2ccccc2)ccc1C#N (stereo not drawn) | -21% | 19% | 12%
CCCSc1nnc2c(n1)OC(c1sccc1C)Nc1ccccc1-2 (stereo not drawn) | -20% | -15% | -13%
CSc1cccc(NC(=O)CC(c2cccs2)N2Cc3ccccc3C2=O)c1 (stereo not drawn) | -14% | -4% | -4%
Cc1ccc(-c2cn3cccnc3n2)cc1NC(=O)Nc1ccc(F)cc1 | -10% | -6% | -16%
CCC(=O)C1=C(c2ccc(OC)c(OC)c2)N(C(=O)CC)n2c(CC)nnc2S1 | -11% | -6% | 9%
CCSc1ncc(Cl)c(C(=O)Nc2nc3ccc(OC)cc3s2)n1 | -3% | 0% | -13%
O=C(CCNS(=O)(=O)c1ccc2c(c1)CCN2C(=O)C1CC1)N1CCN(c2ccc(F)cc2)CC1 | -25% | -4% | 28%
CCC(Sc1ncnc2sc3c(c12)CCCC3)C(=O)OC(C)C (stereo not drawn) | -15% | 5% | 2%
Cc1ccc(C)c(N2CCN(C(=O)CCNS(=O)(=O)c3ccc4c(c3)CCN4C(=O)C3CC3)CC2)c1 | -9% | 16% | ?
Cc1ccc(N(C)S(=O)(=O)c2nnc(NC(=O)C3CCCCC3)s2)cc1 | 2% | 0% | -17%
Cc1cc(C(=O)Nc2ccc(C(C)C)cc2)c2c(C)nn(-c3ccccc3)c2n1 | -24% | 0% | -2%
CC(C)CCNC(=O)c1ccc(Cn2c(SCC(=O)NC(C)C)nc3ccccc3c2=O)cc1 | -13% | -2% | -14%
COc1ccc(OCC(=O)N2CCN(C(=O)c3ccc(OC)c(OC)c3)CC2)cc1 | -9% | -3% | -4%
Cc1ccc(-c2nc(C)c(CCNC(=O)c3ccccc3Br)s2)cc1 | -4% | -2% | 8%
COc1ccc(Cl)c2sc(NC(=O)c3ccc(S(=O)(=O)N4CCOCC4)cc3)nc12 | -11% | 0% | -9%
CC(=O)c1ccc(NC(=O)CC(c2cccs2)N2Cc3ccccc3C2=O)cc1 (stereo not drawn) | 6% | -6% | -7%

Bioassay records as filed in PubChem BioAssay.
